TbPYK inhibitor: T. brucei pyruvate kinase inhibition; TbPYK enzyme, Kinase-Glo Plus ATP luminescence, 45 min; Potency, µM (top dose mostly 76.8 µM), inactives show at the top dose activity, negative = inhibition, actives largely listed as inhibitors; 410,000 tested, 0.12% active; AID 624173; also: nearly all actives have a fitted effect of over 50% in size
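Quantitative HTS: titrated library compounds versus trypanosomal pyruvate kinase in TEA buffer (pH 7.2) containing KCl, MgCl2, BSA and Tween-20. Reactions were initiated with ADP, 130 uM final. Kinase-Glo Plus luminescence was read after 45 min at RT.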
LmPK inh: LmPK (Leishmania mexicana) enzyme inhibition; Q27686; purified LmPK, Kinase-Glo ATP luminescence, 1 h; Potency, µM (series often up to 57.5 µM), inactives show at the highest dose activity change, negative = inhibition, usual class: inhibitors; 290,000 tested, 0.37% active
Target sequence (Q27686 whole entry, looked up): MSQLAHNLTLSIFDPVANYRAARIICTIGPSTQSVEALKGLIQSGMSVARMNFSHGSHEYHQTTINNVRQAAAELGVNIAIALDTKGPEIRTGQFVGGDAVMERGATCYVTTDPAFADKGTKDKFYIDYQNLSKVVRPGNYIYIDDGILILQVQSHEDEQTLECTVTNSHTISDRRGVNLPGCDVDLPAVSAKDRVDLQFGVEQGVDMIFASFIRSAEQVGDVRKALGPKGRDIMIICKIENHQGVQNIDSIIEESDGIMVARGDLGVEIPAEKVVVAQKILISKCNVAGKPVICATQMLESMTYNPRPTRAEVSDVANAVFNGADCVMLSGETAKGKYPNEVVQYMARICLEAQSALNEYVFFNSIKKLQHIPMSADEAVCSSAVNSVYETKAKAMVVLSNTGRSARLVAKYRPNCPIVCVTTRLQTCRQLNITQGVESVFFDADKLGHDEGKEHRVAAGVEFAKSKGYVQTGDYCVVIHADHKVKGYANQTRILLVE
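Pyruvate kinase activity monitored as ATP production (luciferase luminescence). Conditions: 0.1 nM enzyme, 0.5 mM PEP, 0.1 mM ADP, 1 h, RT; normalized against uninhibited and no-enzyme wells.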
An asterisk follows results filed as active; ? = inconclusive; nt = not tested or not shown; [ ] = remark or other dose. Calls follow the shape of the dose curve; as a rule, active = well fitted curve in the direction sought with a large enough effect; inconclusive = small, poorly fitted or top-dose-only effect, or another doubt; inactive = no such curve, though single readings can be large; an effect the other way counts as inactive or inconclusive. % is scaled to controls: 0 for no effect and ±100 for the full control effect; potency is read from the fitted curve at half-maximal effect. An excerpt (hit frequency here may not be typical).

SMILES	TbPYK inhibitor	LmPK inh
CCC(=O)OC1CCC2C3CCC4CC(=O)C=CC4(C)C3CCC12C (stereo not drawn)	-3%	nt
Cc1ccc(F)cc1NC(=O)c1ccc(Cn2nc(N3CCN(c4ccccc4)CC3)ccc2=O)o1	-5%	nt
COc1cc(/C=C2/SC(=S)N(CCC(=O)Nc3cccnc3)C2=O)cc(OC)c1OC	-3%	nt
CCc1ccccc1N(C)C(=O)Cn1cnc2sc(C)c(S(=O)(=O)N3CCC(C)CC3)c2c1=O	2%	nt
O=C1NC2C3CC(c4ccccc43)C12 (stereo not drawn)	-4%	nt
COc1ccccc1CNC(=O)Cn1c(=O)ccc2cc(S(=O)(=O)N3CCC(C)CC3)ccc21	-2%	nt
CCc1nn(CC(=O)NC(C)C)c(=O)c2cc3cc(F)ccc3n12	-5%	nt
CCc1ccc(NC(=O)CN2CCN(c3ccc(OC)cc3)CC2)cc1	2%	nt
Cn1c(=O)c(N=O)c(N)n(Cc2ccccc2)c1=S	1%	nt
Cc1ccc(/C=C/c2onc(C)c2S(=O)(=O)N2CCC(C(=O)NCc3ccco3)CC2)cc1	3%	nt
Cc1nn(-c2ccc(N3CCCC3)nn2)c(C)c1CCC(=O)N1CCN(c2ccccc2F)CC1	-2%	nt
COc1ccccc1CNc1nc(-c2ccco2)nn1S(=O)(=O)c1ccc(Cl)cc1	1%	nt
CCC1CN2CCc3cc(OC)c(OC)cc3C2CC1CC1c2cc(OC)c(OC)cc2CCN1C(=O)C(Cc1c[nH]c2ccccc12)NC(=O)OC(C)(C)C (stereo not drawn)	-11%	nt
C=CS(=O)(=O)c1c2cc(OC)ccc2nc2ccc(OC)cc12	?	nt
COc1cccc(-c2nn3c(=O)cc(CN4CCN(C(=O)COc5ccccc5C)CC4)nc3s2)c1	-5%	nt
COc1ccc(NC(=O)CC2C(=O)N(c3cccc(OC)c3)C(=O)N2Cc2ccc3c(c2)OCO3)cc1 (stereo not drawn)	-2%	nt
CCCn1cc(S(=O)(=O)c2ccccc2)c(=O)c2cc(F)c(N3CCCCCC3)cc21	-8%	nt
O=C(NNCc1ccccc1)c1ccccn1	-6%	nt
O=C(O)C1C2CCC(CC2)C1C(=O)O (stereo not drawn)	-2%	nt
COc1ccc(-c2oc3c(c2-c2cnc(OC)nc2)C(O)CC3)cc1 (stereo not drawn)	8%	nt
CCn1c(SCC(=O)Nc2ccccc2)nc2c([nH]c3ccccc32)c1=O	-10%	nt
O=C1NC(=O)C(=Cc2ccc(Cl)cc2Cl)S1	-5%	nt
C[C@@H]1CN([C@@H](C)CO)C(=O)CCCn2nncc2CO[C@@H]1CN(C)S(=O)(=O)c1cccc(C#N)c1	-1%	nt
CC(C)c1nc2sc3c(SCCN(C)C)ncnc3c2c2c1CCC2	-5%	nt
COc1ccc(NC(=O)C2CCCN(S(=O)(=O)c3cccc4nonc34)C2)cc1Cl (stereo not drawn)	5%	nt
COc1ccc(OC)c(Cc2cnc3nc(N)nc(N)c3c2C)c1	1%	nt
CCn1cc2nc(SCc3cc(C)ccc3C)n(CCc3ccccc3)c(=O)c2n1	-2%	nt
Cc1ccc(-c2nc3ccc(C)cn3c2Cc2cccc(Cl)c2)cc1	7%	nt
Cc1ccc(S(=O)(=O)Nc2ccc3[nH]c(=O)sc3c2)cc1C	4%	nt
COc1ccc(NC(=O)Cn2cnc3c(nc4n3CCCCC4)c2=O)cc1Cl	0%	nt
COc1ccccc1NC(=O)C1CCCN(c2ncnc3onc(-c4ccc(F)cc4)c23)C1 (stereo not drawn)	3%	nt
O=C(NC1CCCCC1)C(CCc1ccccc1)N1CCOCC1 (stereo not drawn)	6%	nt
Cc1ccnc(SCCn2c(N(C)Cc3ccccc3)nc3c2c(=O)n(C)c(=O)n3C)n1	0%	nt
COc1ccccc1OCC(=O)NCCS(=O)(=O)N1CCN(c2ccccc2OC)CC1	-7%	nt
CC(C)NC(=O)CCn1c(SCc2c(F)cccc2Cl)nc2c(sc3ccccc32)c1=O	0%	nt
O=C(NCc1cccnc1)c1cc(C2CCCCN2C(=O)c2ccc3ccccc3c2)on1 (stereo not drawn)	-9%	nt
Cc1c(CCNC(=O)C(C)(C)C)sc2nc(-c3ccc(F)cc3)nn12	2%	nt
Nc1[nH]c(C(=O)c2ccccc2)c(-c2ccc(C(F)(F)F)cc2)c1C(=O)NCc1ccc(Cl)cc1Cl	5%	nt
CCC(N)CCc1c[nH]c2ccccc12 (stereo not drawn)	-9%[157 µM]	nt
Nc1nc(=O)c2ccccc2s1	1%	nt
CC1=C(C(=O)OC2CCCCCC2)C(c2ccc(Cl)cc2Cl)CC(=O)N1 (stereo not drawn)	-9%	nt
CC1(C(=O)NCCCN2CCCC2=O)CCN1CCc1ccccc1 (stereo not drawn)	0%	nt
Cc1ccc(-n2cc(-c3ccccc3)c3c(NC4CCCC4)ncnc32)cc1	-5%	nt
Nc1ncnc2c1ncn2[C@@H]1O[C@H](C(=O)NCC(F)(F)F)[C@@H](O)[C@H]1O	3%	nt
O=C1CCCCC1CCc1ccncc1 (stereo not drawn)	-6%	nt
COc1cc(OC)c(NC(=O)c2cnn(-c3cccc(Cl)c3C)c2C2CCN(C(=O)OC(C)(C)C)CC2)cc1Cl	-10%	nt
COc1ccc(C(=O)N2CCN(S(=O)(=O)c3ccc(C)cc3C)CC2)cc1S(=O)(=O)N1CCOCC1	0%	nt
Cc1ccc(NC(=O)c2ccc(NC(=O)N3CCSc4ncccc43)cc2)c(Cl)c1	0%[15.4 µM]	nt
COc1ccc2c(c1)c1c(c(=O)n(-c3ccccc3)c(=O)n1CC(=O)Nc1ccc(F)cc1)n2C	0%	nt
CC(C)NC(=O)Cn1c(=O)nc(-c2ccccc2)c2ccccc21	-2%	nt
O=C(Nc1cc(-c2nc3cc(Cl)ccc3o2)ccc1Cl)c1ccco1	-3%	nt
CSc1cccc(NC(=O)CN2CCN(Cc3ccccc3C)S2(=O)=O)c1	2%[15.4 µM]	nt
CC(=O)c1ccc(OCc2nnn(CC(=O)NS(=O)(=O)c3ccc(C)cc3)c2-c2ccccc2)cc1	-7%	nt
COc1ccc(NC(=O)CSc2nc(-c3ccccc3)[nH]c2-c2ccccc2)cc1OC	-16%	nt
NC(N)=N/N=C(\N=Nc1ccccc1)c1cccc2cccnc12	7%	nt
COc1ccc2c(c1)Cc1sc(NC(=O)c3cccc(Cl)c3)nc1-2	-3%	nt
CCn1c(=O)n(-c2ccc(C)c(F)c2)c(=O)c2sc3ccccc3c21	3%	nt
COc1ccccc1CCn1c(=O)c(-c2ccc(F)cc2)nc2cncnc21	-8%	nt
CCN(C(=O)CSc1nnc(-c2ccc(Cl)cc2)o1)c1ccccc1	3%	nt
COc1cccc(N2CCN(C(=O)c3cc4c(=O)n(Cc5cccs5)ccc4nc3C)CC2)c1	2%	nt

Next part; the last 3 above are carried over.
SMILES	TbPYK inhibitor	LmPK inh
COc1ccccc1CCn1c(=O)c(-c2ccc(F)cc2)nc2cncnc21	-8%	nt
CCN(C(=O)CSc1nnc(-c2ccc(Cl)cc2)o1)c1ccccc1	3%	nt
COc1cccc(N2CCN(C(=O)c3cc4c(=O)n(Cc5cccs5)ccc4nc3C)CC2)c1	2%	nt
Cc1ccccc1OCCC(=O)OCC(=O)c1c(N)n(CC(C)C)c(=O)n(C)c1=O	-5%	nt
CCc1ccc(-n2c(-c3ccccc3)c(C)n3c4c(=O)n(C)c(=O)n(C)c4nc23)cc1	6%	nt
Cc1c(C(=O)NCc2ccc3c(c2)OCO3)sc(=O)n1Cc1ccc(-c2ccccc2)cc1	-20%	nt
COc1cc(Nc2nc3c(N)cc(C(F)(F)F)cc3nc2-c2ccccc2)cc(OC)c1OC	0%	nt
COc1cc(OC)c(NC(=O)Nc2ccc3c(c2)N(C)C(=O)c2ccccc2S3)cc1Cl	-13%	nt
CCOC(=O)CN1C(=O)N[C@@H](CCc2ccccc2)[C@@H](C(=O)OC)[C@H]1C	4%	-8%[11.5 µM]
COCCN1C(=O)N[C@@H](CCc2ccccc2)[C@H](C(=O)OC)[C@H]1C	-3%	-4%[11.5 µM]
CCN1C(=O)N[C@@H](c2cccc(F)c2)C(C(=O)OC)=C1C	0%	-10%[11.5 µM]
CCN1C(=O)N[C@@H](c2cccc(C(F)(F)F)c2)[C@H](C(C)=O)[C@H]1C	0%	-9%[11.5 µM]
CCOC(=O)CN1C(=O)N[C@@H](c2cccc(C(F)(F)F)c2)C(C(=O)OC)=C1C	-10%	-6%[11.5 µM]
CCN1C(=O)N[C@@H](c2ccccc2)C(C(=O)OC)=C1C	1%	-1%[11.5 µM]
CC(=O)C1=C(C)N(Cc2ccccc2)C(=O)N[C@H]1c1cccc(F)c1	-2%	-3%[11.5 µM]
CCN1C(=O)N[C@@H](c2cccc(C(F)(F)F)c2)C(C(=O)OC)=C1C	-6%	-5%[11.5 µM]
CCOC(=O)CN1C(=O)N[C@@H](c2cccc(F)c2)C(C(=O)OC)=C1C	-4%	0%[11.5 µM]
CCCCC1=CC2=CC(=O)C(C)(OC(=O)CC)C(=O)C2=CN1c1cccc(C#N)c1 (stereo not drawn)	2%	2%[11.5 µM]

Continued, starting with the last five of the part before.
SMILES	TbPYK inhibitor	LmPK inh
CCN1C(=O)N[C@@H](c2ccccc2)C(C(=O)OC)=C1C	1%	-1%[11.5 µM]
CC(=O)C1=C(C)N(Cc2ccccc2)C(=O)N[C@H]1c1cccc(F)c1	-2%	-3%[11.5 µM]
CCN1C(=O)N[C@@H](c2cccc(C(F)(F)F)c2)C(C(=O)OC)=C1C	-6%	-5%[11.5 µM]
CCOC(=O)CN1C(=O)N[C@@H](c2cccc(F)c2)C(C(=O)OC)=C1C	-4%	0%[11.5 µM]
CCCCC1=CC2=CC(=O)C(C)(OC(=O)CC)C(=O)C2=CN1c1cccc(C#N)c1 (stereo not drawn)	2%	2%[11.5 µM]
COCCN1C(=O)N[C@@H](c2cccc(C(F)(F)F)c2)C(C(=O)OC)=C1C	-4%	-2%[11.5 µM]
CCOC(=O)CN1C(=O)N[C@@H](CCc2ccccc2)C(C(C)=O)=C1C	1%	-2%[11.5 µM]
CCOC(=O)CN1C(=O)N[C@@H](c2ccccc2)[C@@H](C(=O)OC)[C@H]1C	-7%	-2%[11.5 µM]
CCOC(=O)N1C2=NC(C(=O)OC)=C(C(=O)OC)[C@@H]3N(Cc4ccccc4)c4ccccc4[C@]23C[C@H]1C(=O)OC	-10%	-1%[11.5 µM]
CCOC(=O)CN1C(=O)N[C@@H](c2cccs2)C(C(C)=O)=C1C	2%	-8%[11.5 µM]

Screens (PubChem)
